GRK2 inh: blocks RNA aptamer binding to human GRK2. inhibition of aptamer binding, % at 10 µM. AID 488847. bead flow cytometry, FAM-aptamer displacement from GRK2. 330,000 tested, 0.59% active;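 active = inhibition of aptamer binding above 40%, roughly 3 SD of noise, on plates passing a quality check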;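 note: median bead fluorescence of bound FAM aptamer so fluorescent compounds give negative values; no value below 0 was filed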
AGP1-GFP MLPCN: alters AGP1-GFP fluorescence in TOR pathway yeast screen. GFP response vs DMSO, % at 10 µM. S. cerevisiae AGP1-GFP multiplex flow cytometry, 3 h; GFP as percent of DMSO wells. 320,000 tested, 0.02% active;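 active = GFP response relative to DMSO above a set limit, near screen average plus 3 SD, cut at about 150% in these data; inconclusive = fewer than 70 cells counted for the yeast strain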;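 note: median GFP channel fluorescence of the gated AGP1 strain per well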
GLD-1 RNA inh: GLD-1-TGE RNA interaction inhibition (C. elegans) | inhibition, % at 5.96 µM | 320,000 tested, 0.44% active | purified GLD-1 + fluorescein TGE RNA, fluorescence polarization | Q17339;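 active = percent inhibition above a per-plate cutoff, the plate mean of test compounds plus 3 SD, cut at about 30% in these data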;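 note: 0% = DMSO wells with GLD-1 and probe and 100% = wells lacking GLD-1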
MCL1-BIM inh: MCL1-BIM-BH3 interaction inhibition (human); GST-MCL1 / FITC-Bim-BH3 fluorescence polarization; inhibition, % at 10.9 µM; 320,000 tested, 0.68% active; AID 2057;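 active = inhibition above the mean inhibition of all tested compounds plus 3 SD, set per campaign, cut at about 40% in these data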;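 note: 0% = DMSO wells and 100% = unlabeled Bim-BH3 peptide control; higher means more loss of mP so more displacement of Bim peptide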
Target sequence (Q07820 whole entry, looked up): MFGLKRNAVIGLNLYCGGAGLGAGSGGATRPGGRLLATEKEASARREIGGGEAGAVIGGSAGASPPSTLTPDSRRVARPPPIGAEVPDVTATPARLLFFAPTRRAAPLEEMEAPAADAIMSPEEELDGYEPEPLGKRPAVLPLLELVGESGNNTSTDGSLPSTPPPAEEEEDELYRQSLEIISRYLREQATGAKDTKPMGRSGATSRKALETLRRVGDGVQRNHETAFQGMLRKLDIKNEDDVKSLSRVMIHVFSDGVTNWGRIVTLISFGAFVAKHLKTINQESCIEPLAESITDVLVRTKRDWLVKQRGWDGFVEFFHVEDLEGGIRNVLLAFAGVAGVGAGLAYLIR
MEX-5 binding: C. elegans MEX-5 TCR-2 RNA binding activity | Q9XUB2 | MEX-5/FITC-TCR2 RNA binding, fluorescence polarization; hits give low values | activity score (negative = inhibition of binding), % at 10 µM | 300,000 tested, 0.38% active | AID 1832;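 active = inhibition past about -25% in most replicates, and total fluorescence under double the plate's negative control median, limit read from the data; inconclusive = replicates evenly split on the limit, or fluorescence at least double controls; inactive = too little inhibition in most replicates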;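 note: 0% = DMSO and -100% = 5 µM competing unlabeled TCR2 RNA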
Target sequence (Q9XUB2 whole entry, looked up): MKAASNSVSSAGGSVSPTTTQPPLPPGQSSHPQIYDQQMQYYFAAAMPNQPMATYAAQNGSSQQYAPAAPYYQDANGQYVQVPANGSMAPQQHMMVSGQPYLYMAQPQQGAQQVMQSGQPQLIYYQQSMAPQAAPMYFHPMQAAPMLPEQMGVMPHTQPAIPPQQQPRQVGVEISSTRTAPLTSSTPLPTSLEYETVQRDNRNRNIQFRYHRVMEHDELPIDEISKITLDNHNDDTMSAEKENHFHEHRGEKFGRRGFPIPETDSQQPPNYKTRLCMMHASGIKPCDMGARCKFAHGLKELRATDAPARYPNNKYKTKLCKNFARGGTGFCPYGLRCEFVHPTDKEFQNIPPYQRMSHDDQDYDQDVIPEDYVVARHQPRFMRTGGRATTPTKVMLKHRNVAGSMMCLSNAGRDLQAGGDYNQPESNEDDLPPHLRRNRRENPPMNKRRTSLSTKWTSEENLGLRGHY
CIT2-GFP yeast: alters CIT2-GFP fluorescence in TOR pathway yeast screen. S. cerevisiae CIT2-GFP strain, flow cytometry, 3 h; 100 means same as DMSO wells. GFP response vs DMSO, % at 10 µM. 320,000 tested, 0.065% active;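 active = GFP response relative to DMSO above a set limit, near the screen mean plus 3 SD, cut at about 150% in these data; inconclusive = Fewer than 70 cells measured for a yeast strain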;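 note: ratio of well median GFP fluorescence to mean of DMSO wells on the plate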
VLA-4 inh: inhibition in a human VLA-4 binding assay | inhibition, % (about 7 µM as worked out from the volumes in the protocol) | 330,000 tested, 0.2% active | P13612 | VLA-4 expressing cells, ligand binding flow cytometry; in the data active = inhibition above about 50%
Fam108B counter: counter-screen for RBBP9 inhibitors: inhibitors of mouse Fam108B. recombinant Fam108B, FP-Rh probe fluorescence polarization. 300,000 tested, 0.33% active. inhibition, % at 9.51 µM;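 active = inhibition above the screen mean inhibition plus 3 SD, computed separately per campaign, cut at about 18% in these data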;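 note: inhibitors lower polarization as less probe binds the enzyme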
Bcl-xL primary: blocks human Bcl-xL binding to Bim BH3 peptide; Q07817; GST-Bcl-xL / FITC-Bim BH3 peptide fluorescence polarization; inhibition, % at 10.9 µM; 320,000 tested, 0.7% active;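 active = inhibition above the mean of all tested compounds plus 3 SD, cutoff set per campaign, cut at about 30% in these data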;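 note: 0% = DMSO wells and 100% = unlabeled Bim-BH3 peptide competitor; inhibitors lower millipolarization by displacing the labeled peptide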
Target sequence (Q07817 whole entry, looked up): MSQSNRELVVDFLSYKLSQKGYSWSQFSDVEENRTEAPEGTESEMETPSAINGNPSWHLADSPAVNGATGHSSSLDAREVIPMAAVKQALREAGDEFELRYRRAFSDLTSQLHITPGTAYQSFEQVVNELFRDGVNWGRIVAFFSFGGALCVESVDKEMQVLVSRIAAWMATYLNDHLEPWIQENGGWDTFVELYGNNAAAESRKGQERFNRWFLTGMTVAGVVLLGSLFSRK
Starred values were filed as active, the others as inactive; ? = inconclusive; . = no result given; [ ] = another dose, or the depositor's remark.

SMILES	GRK2 inh	AGP1-GFP MLPCN	GLD-1 RNA inh	MCL1-BIM inh	MEX-5 binding	CIT2-GFP yeast	VLA-4 inh	Fam108B counter	Bcl-xL primary
CCOC(=O)c1c(C2CC2)csc1NC(=O)CSCc1c(C)noc1C	0	92	10	-1	0.6	82	8	-1	2
COc1ccc([N+](=O)[O-])cc1NC(=O)C(C)N(C)Cc1ccc(Br)cc1 (centres undefined)	0	95	2	3	1.2	76	2	3	-3
CC(CN1C(C)CCCC1C)OC(=O)c1ccccc1Br (centres undefined)	0	104	-4	-2	1.5	102	8	2	-1
Cn1c(=O)[nH]c(=O)c2c1nc(NCCc1ccccc1)n2CC(O)COc1ccccc1 (centres undefined)	3	100	3	3	1.4	110	-3	3	5
CC(C)(C)NC(=O)C(c1cccs1)N(Cc1cccs1)C(=O)c1csnn1 (centres undefined)	0	97	0	4	-0.4	95	4	2	1
Oc1ccc(C(c2nnnn2C2CCCC2)N2CCc3ccccc3C2)cc1 (centres undefined)	0	99	5	11	-5.8	97	1	2	10
COc1ccc(C)cc1S(=O)(=O)N(CC(=O)O)c1ccc(C)cc1	1	110	3	8	-1.4	110	-4	-2	4
CN(CC(=O)Nc1ccc(Cl)c(C(F)(F)F)c1)C(=O)C1CSC2(C)CCC(=O)N12 (centres undefined)	3	99	-4	-11	0.5	94	-11	-4	-7
O=C(NCc1ccco1)c1ccc(-c2ccc(Cl)cc2)o1	0	91	-1	2	-0.2	96	0	0	4
COc1cccc(NC(=O)C2CCN(S(=O)(=O)c3ccc4[nH]c(=O)oc4c3)CC2)c1	0	98	5	2	0.0	101	14	-4	6
O=C(CCCN1C(=O)S/C(=C\C=C\c2ccccc2)C1=O)Nc1ccc(C(=O)O)cc1	2	96	4	11	-12	94	1	-11	8
COc1ccc(S(=O)(=O)N2CCCCC2)cc1NC(=O)C1CC(=O)N(c2ccc3c(c2)OCCO3)C1 (centres undefined)	0	81	4	2	1.0	79	-10	4	0
NCCCCCCNS(=O)(=O)c1cccc2c(Cl)cccc12	0	88	6	-3	1.2	92	21	-3	1
Cc1ccc(CN2CCNC(=O)C2CC(=O)N(C)Cc2cnccn2)cc1 (centres undefined)	2	97	5	10	-4.8	101	-96	-3	13
COC(=O)C(Cc1ccc(O)cc1)NC(=O)C(C)Oc1ccccc1 (centres undefined)	1	101	5	-1	-4.2	98	13	1	1
CCc1cc2cc(C)c(C)cc2nc1SCC(=O)Nc1cc(C)on1	0	99	0	-2	1.8	95	0	0	4
CCOc1ccc(C(=O)COC(=O)CC)cc1	0	103	3	7	1.3	101	-6	5	3
CCOc1ccc(Oc2nc(C)cc(OC)n2)nn1	0	100	1	-16	-0.4	102	12	0	3
O=C(NCc1ccco1)c1c2c(nc3ccccc13)CCC2	16	98	10	58*	-0.7	97	3	6	22
CCN(c1ccccc1)S(=O)(=O)c1ccc(NC(=O)c2nc(S(C)(=O)=O)ncc2Cl)cc1	0	108	2	7	-1.9	100	29	38*	14
Cc1cc(NC(=O)COC(=O)C2CC(=O)N(c3ccccc3Cl)C2)no1 (centres undefined)	0	52	-5	0	0.4	84	-1	2	4
CCOc1ccc2nc3c(cc2c1)CN(CCOC)C(=NCCOC)S3	0	96	6	4	-1.7	93	5	-6	-4
COc1cc(NC(=O)CSCc2ccc(Cl)cc2Cl)c(C(=O)O)cc1OC	3	110	-6	0	1.1	107	11	-5	4
O=C(C[C@@H]1C/C=C\CC[C@H](Cc2ccc(F)cc2)C(=O)OC[C@@H]2CCCN2C1=O)NCCO	0	102	4	.	.	100	19	.	.
Cc1ccc(N(C(=O)c2snc(C(N)=O)c2N)C(C(=O)NCc2ccccc2)c2ccncc2)c(C)c1 (centres undefined)	4	?	3	-1	0.0	?	-1	1	-1
CC1(C)CC(=O)C(C=NCCN2CCN(C(=O)C34CC5CC(CC(C5)C3)C4)CC2)=C(O)C1	4	91	9	1	2.5	91	5	-3	1
O=C(OCN1C(=O)c2ccccc2C1=O)c1cccnc1SC(F)F	3	104	-2	1	2.0	103	-2	-3	0
C/C(CC(=O)Nc1ccc(C)c(Cl)c1)=N\NC(=O)C1CCCCC1	0	95	-2	4	0.8	87	14	1	4
O=C(CC1Oc2ccccc2NC1=O)NCCCN1CCN(Cc2ccccc2)CC1 (centres undefined)	0	102	-1	0	1.0	96	21	0	-2
CCC(C)C(=O)Nc1nc(C)c(-c2csc(Nc3ccc(Cl)cc3)n2)s1 (centres undefined)	.	.	-2	-15	1.5	.	.	3	-9
O=C(C1CCCN(S(=O)(=O)c2cnc[nH]2)C1)N1CC(=O)N(CCc2ccccc2)C(=O)C1 (centres undefined)	0	98	-2	0	1.7	100	30	2	-3
CC(C)(CNC(=O)c1ccc(NS(=O)(=O)c2ccc(F)c(F)c2)cc1)N1CCOCC1	2	94	9	5	2.3	101	-6	1	2
CCn1c(C)cc(C(=O)COC(=O)c2ccccc2[N+](=O)[O-])c1C	0	94	2	.	.	94	7	.	.
CCOC(=O)c1cc2c(nc1NC(=S)Nc1ccccc1)CC(C)(C)OC2	2	101	-5	14	0.3	109	3	4	12
C#CCNC(=O)C1=C[C@H](C(C)(C)C)C[C@H](OCCCCO)O1	2	98	3	2	0.8	111	14	0	-1
NS(=O)(=O)c1ccc(NC(=O)CSc2nnc3n2CCCCC3)cc1	4	94	0	.	.	98	9	.	.
O=C(COc1ccccc1)Nc1nc(-c2cccnc2)cs1	0	85	6	10	.	87	-4	.	6
CCN(CC)CCNC(=O)c1ccc2c(c1)NC(=O)c1ccccc1S2	0	97	.	.	0.8	100	3	.	.
CCOC(=O)C1CCN(C2=NC(=O)/C(=C/c3ccc(Cl)cc3)S2)CC1	5	79	-4	7	1.0	88	8	-2	6
Cc1ccc(-c2c(C(=O)N/N=C/c3ccco3)nnn2-c2nonc2N)cc1	1	89	3	2	-3.8	98	-6	2	11
Cc1n[nH]c(C)c1S(=O)(=O)N1CCN(C(=O)c2ccco2)CC1	0	97	-8	-1	0.4	95	12	1	0
COc1ccc(-c2csc(NC(=O)CCCc3cccs3)n2)cc1	0	16[may fluoresce violet]	5	-5	-2.5	?	2	0	3
CC1=NN(C(=O)c2ccc(Cn3ccc([N+](=O)[O-])n3)cc2)C(O)(C(F)(F)F)C1 (centres undefined)	3	98	-1	-2	-0.5	88	-1	-1	-5
Nc1nc(Nc2ccccc2)nc(NCCO)c1[N+](=O)[O-]	2	107	-1	-2	-0.4	103	-3	0	-1
Cc1ccc(S(=O)(=O)NCc2c(Cl)cccc2Oc2ccccc2)cc1	2	105	-17	-142	2.0	101	3	-3	-21
Cc1ccccc1NC(=O)CCCN1C(=O)C2CC=CCC2C1=O (centres undefined)	2	99	7	-1	-2.3	97	15	-4	-1
CCCCNC(=O)CSc1cc(=O)n(C)c2ccccc12	3	106	-2	-2	-0.6	106	1	1	-3
COC(=O)c1ccc2nc(NC(=O)C3CC3)sc2c1	0	94	-5	-2	0.0	102	-15	-3	-7
COc1ccc(/C=N/NC(=O)CCC(=O)Nc2ccc(Br)cc2)c(OC)c1	0	?	1	9	0.6	?	12	-5	4
O=S(=O)(c1ccc(Cl)cc1)N(CCCN1CCOCC1)Cc1cccs1	1	101	-2	-1	-1.5	87	-14	-1	7
Cc1nc(-c2ccc(F)cc2)c(CC(=O)N2CCN(S(=O)(=O)c3ccccc3Br)CC2)s1	0	103	1	6	2.1	110	-13	-7	6
CC(=O)c1ccc(OC(=O)CCN2c3ccccc3Sc3ccccc32)cc1	0	94	7	10	0.9	99	6	6	-6
O=C(Nc1ccc(S(=O)(=O)N2CCOCC2)cc1)c1nn(-c2ccc(F)cc2)ccc1=O	3	96	-15	-8	-1.4	105	-13	-2	0
O=C(/C=C/c1ccccc1)Nc1cccc(S(=O)(=O)Nc2ccccc2F)c1	0	91	7	11	-1.0	102	9	-11	11
COC(=O)CSc1nc(C)c2ccc(OC)cc2n1	0	98	3	-1	-1.9	100	19	0	-3
CC(C)C(=O)Nc1cccc(C(=O)Nc2nccs2)c1	0	92	3	1	-1.9	89	10	1	5
Cc1csc(SC(C)C(=O)Nc2ccc(Cl)cn2)n1 (centres undefined)	0	100	-8	-3	0.0	94	-12	1	6
CCCNC(=O)CSc1nc(-c2cccs2)cc(C(F)(F)F)n1	0	.	4	3	-0.7	101	-5	8	-1
Cc1c(NC(=O)c2cn3ccccc3n2)cccc1-n1cnnn1	0	101	7	-4	0.2	88	-19	1	-7
CC1CCCC(C)N1S(=O)(=O)c1ccc(NC(=O)CNC2CCCC2)cc1 (centres undefined)	0	60	11	9	3.2	66	-10	-1	8

The list goes on:
SMILES	GRK2 inh	AGP1-GFP MLPCN	GLD-1 RNA inh	MCL1-BIM inh	MEX-5 binding	CIT2-GFP yeast	VLA-4 inh	Fam108B counter	Bcl-xL primary
O=[N+]([O-])c1ccc(-c2c(O)c3ccccc3c3nc4ccccc4nc23)cc1	0	100	-2	1	-3.8	103	-24	3	2
O=C(N/N=C/c1ccccn1)C(=O)N1CCCCCC1	0	108	-2	4	-2.8	107	-7	0	3
Cc1ccc(-n2ncc3c(N4CCN(c5ccccc5)CC4)ncnc32)c(C)c1	0	19[may fluoresce violet]	3	-1	-0.8	?	-30	0	-3
CC(C(=O)N1CCc2ccccc21)N1CCN(Cc2ccc(Cl)cc2)CC1 (centres undefined)	1	97	0	6	1.5	103	-6	-6	9
O=C(CCN1C(=O)/C(=C/C=C/c2ccccc2)SC1=S)Nc1nccs1	0	100	-5	3	-3.0	101	-14	0	7
O=C(O)c1ccc2c(c1)C(=O)N(c1cc(C(=O)O)ccc1Br)C2=O	0	96	5	3	3.7	97	-4	-7	-1
Cc1ccc2c(CC(=O)NCc3cccs3)coc2c1	1	90	-5	4	-2.3	86	13	2	0
CNC(=S)N(Cc1ccc(OC)cc1)Cc1cc2cc(C)ccc2[nH]c1=O	0	101	0	12	-2.2	95	3	-4	8
CN1CCN(Cc2cc(=O)oc3ccc(Cl)cc23)CC1	0	102	2	-1	1.6	99	-4	0	1
CCCCn1c(N)c(N(CCOC)C(=O)c2cc(C)oc2C)c(=O)[nH]c1=O	0	102	8	1	-2.9	88	-10	4	6
Cc1onc(-c2ccccc2)c1C(=O)Nc1cccc(S(=O)(=O)N2CCCCC2)c1	0	114	3	.	.	113	3	.	.
O=C(NCc1ccccn1)c1cc(-c2ccncc2)nc2ccccc12	0	110	-1	4	2.6	104	4	-5	0
Clc1ccccc1Nc1nc2ccccc2o1	1	89	5	9	.	84	-19	.	4
COc1ccccc1CN1CCNC(=O)C1CC(=O)NC1CCCCCC1 (centres undefined)	0	96	3	12	4.6	109	-3	1	9
O=C(Nc1ccccc1)c1cc([N+](=O)[O-])ccc1NC1CCCCC1	2	109	1	-1	-1.2	110	13	-20	-2
Cc1cc(C)c2c(=O)[nH]c(SCc3ccc([N+](=O)[O-])cc3)nc2n1	0	105	-5	-7	-1.6	100	9	-1	0

Part of the list above, as labelled records.
O=C(Nc1ccccc1)c1cc([N+](=O)[O-])ccc1NC1CCCCC1
  GRK2 inh = 2 | AGP1-GFP MLPCN = 109 | GLD-1 RNA inh = 1 | MCL1-BIM inh = -1 | MEX-5 binding = -1.2 | CIT2-GFP yeast = 110 | VLA-4 inh = 13 | Fam108B counter = -20 | Bcl-xL primary = -2

Cc1cc(C)c2c(=O)[nH]c(SCc3ccc([N+](=O)[O-])cc3)nc2n1
  GRK2 inh = 0 | AGP1-GFP MLPCN = 105 | GLD-1 RNA inh = -5 | MCL1-BIM inh = -7 | MEX-5 binding = -1.6 | CIT2-GFP yeast = 100 | VLA-4 inh = 9 | Fam108B counter = -1 | Bcl-xL primary = 0

Source: PubChem BioAssay (several laboratories)
